# Screens from PubChem BioAssay.
# S100A4 inh HTS – S100A4-myosin IIA interaction inhibition | P26447 | inhibition, % at 10.7 µM | S100A4/TAMRA-MyoIIA peptide fluorescence polarization | actives 0.14% (n = 360,000);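 active = mean inhibition of at least 70% across replicates, with every replicate also reaching that level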
# Target sequence (P26447 whole entry, looked up): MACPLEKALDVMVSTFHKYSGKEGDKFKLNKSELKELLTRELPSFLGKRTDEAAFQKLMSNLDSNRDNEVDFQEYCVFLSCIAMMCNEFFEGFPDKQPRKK
#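 incubation = readout 5 min after mixing, signal stable up to 60 min | system = S100A4 monomer protein | buffer or medium = HEPES pH 7.2 with CaCl2, KCl, NaCl, DTT, Triton | benchmarks = neutral control DMSO, positive control TFP | also added = fluorescent myosin IIA peptide, 5 nM | compound dosing = one concentration per compound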
# FN deposition inh – fibronectin deposition inhibition; AH1F fibroblasts, Alexa488-fibronectin deposition fluorescence, overnight; inhibition, % at 12.6 µM; actives 0.086% (n = 350,000); AID 743247;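 active = mean inhibition across replicates of 30% or more, regardless of how many single replicates reach that level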;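 also: positive control wells lacked labelled fibronectin entirely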
#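 Material: AH1F fibroblast monolayer depositing Alexa488-labelled fibronectin into matrix | Input: 10000 AH1F cells/well | Medium: DMEM plus 2% serum, read in PBS | Reagent: Alexa488-fibronectin, 24 nM final in well | Compound dosing: One dose per compound, pinned | Schedule: 1 h adhesion, overnight exposure | Measured by: Fluorescence at 485 nm excitation, 525 nm emission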
# LGR2 antag – Drosophila LGR2 receptor signaling inhibition; inhibition, % at 9.99 µM; actives 0.35% (n = 380,000); HEK293 LGR2, CRE-luciferase, bursicon-stimulated, 4 h;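 active = drop in luminescence signal, shown as inhibition above about 50% in the replicate tests, limit read from the data, passing the limit was not always enough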;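 also: agonist challenge used bursicon conditioned medium at about half maximal strength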
# C2C12 statin – protects C2C12 myotubes from simvastatin toxicity | ATP luminescence, 48 h; scaled: DMSO 0, geranylgeraniol control 100 | rescue of ATP level, % at 7.49 µM | actives 0.78% (n = 330,000) | AID 602340;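 active = mean ATP rescue above about 67%, or every replicate alone reaching that limit, limit read from the data, passing the limit was not always enough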;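 also: myotubes were challenged with 10 µM simvastatin during compound exposure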
# SIRT5 block – inhibitors of human sirtuin-5 desuccinylase; Q9NXA8; actives 1.1% (n = 330,000); Purified SirT5, succinyl-peptide AMC, trypsin-coupled fluorescence; inhibition, % at 15 µM; in the data active = inhibition above about 15%
# Target sequence (Q9NXA8 whole entry, looked up): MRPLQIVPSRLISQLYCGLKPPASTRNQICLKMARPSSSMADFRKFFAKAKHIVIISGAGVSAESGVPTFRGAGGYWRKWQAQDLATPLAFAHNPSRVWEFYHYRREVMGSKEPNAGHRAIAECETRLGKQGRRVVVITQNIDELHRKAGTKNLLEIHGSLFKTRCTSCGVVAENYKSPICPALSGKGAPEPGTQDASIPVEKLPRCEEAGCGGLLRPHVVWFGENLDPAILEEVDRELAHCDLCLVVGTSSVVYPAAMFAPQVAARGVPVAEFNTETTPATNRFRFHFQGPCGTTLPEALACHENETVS
# esBAF inh – inhibitors of esBAF chromatin remodeling in mouse ES cells | reporter increase, % at 12.5 µM | actives 2% (n = 350,000) | Bmi1-luciferase knock-in reporter, 24 h; 100% = twice the neutral-well signal; in the data active = activation above about 40%;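 also: 0% = median of the plate's neutral control wells and 100% = double that signal; a rise in the Bmi1 reporter signal indicates esBAF inhibition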
# Casp6 inh – caspase-6 (human) enzyme inhibition; P55212; purified caspase-6, Z-VEID-R110 cleavage fluorescence; inhibition, % at 12.5 µM; actives 0.53% (n = 350,000);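 active = mean inhibition across replicates at least about 35%, with every replicate also reaching that limit, limit read from the data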;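 also: 0% = median of neutral control wells and 100% = no fluorescence left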
# Target sequence (P55212 24-179 limits assumed): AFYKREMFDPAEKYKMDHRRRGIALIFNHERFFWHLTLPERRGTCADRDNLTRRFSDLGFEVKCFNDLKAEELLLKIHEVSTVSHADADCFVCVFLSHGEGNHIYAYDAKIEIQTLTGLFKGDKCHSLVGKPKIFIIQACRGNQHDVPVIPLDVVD
# Target sequence (P55212 194-293 limits assumed): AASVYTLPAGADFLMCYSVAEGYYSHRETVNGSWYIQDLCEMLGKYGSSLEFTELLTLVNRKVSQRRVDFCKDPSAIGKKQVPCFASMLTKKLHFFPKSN
# Active calls of the source: *; . = not tested or not shown.
SMILES,S100A4 inh HTS,FN deposition inh,LGR2 antag,C2C12 statin,SIRT5 block,esBAF inh,Casp6 inh
O=C(C[C@H]1CC[C@H]2[C@@H](COC[C@@H](O)CN2S(=O)(=O)c2ccc(Oc3ccccc3)cc2)O1)NCCN1CCCCC1,10.7,-1.6,2.5,-3.2,-3.2,-2.5,-1.2
NC(=O)CSc1nnc(CSc2ncccn2)n1-c1ccccc1,-3.3,-1.2,10.3,.,-4.2,.,-0.1
O=C(CCC1CCCC1)Nc1ccc(Br)cn1,.,-10.1,.,0.0,.,54.9*,.
O=C(c1cc2c(s1)-c1ccccc1OC2)N1CCc2ccccc2C1,12.7,5.1,-47.3,-8.3,-1.2,7.2,-1.2
COc1ccc(CSC2=CS(=O)(=O)c3ccccc3N2)cc1,-7.8,-2.9,.,.,-1.2,.,2.7
CCNC(=S)N/N=C(\C)c1cccc([N+](=O)[O-])c1,3.4,0.2,-0.2,.,-1.1,.,-0.7
COc1cc2[nH]c(=O)n(Cc3ccc(C(=O)NCCCN4CCC(C)CC4)cc3)c(=O)c2cc1OC,.,5.7,.,-2.0,.,2.8,.
C[C@H]1CN([C@@H](C)CO)C(=O)c2cc(NC(=O)C3CC3)ccc2O[C@H]1CN(C)Cc1ccccc1,9.0,.,4.2,2.1,-1.1,-2.3,0.9
Cc1ccc(CNC(=O)Cn2cccc2C(=O)c2ccccc2C)cc1,-1.3,1.5,-63.6,.,1.1,.,0.5
Cc1cccc(C)c1NC(=O)c1c(O)c2ccccc2[nH]c1=O,-3.9,-5.6,0.5,-6.7,0.2,1.1,2.7
C[C@H]1CN([C@@H](C)CO)C(=O)c2cc(NS(=O)(=O)c3cn(C)cn3)ccc2O[C@H]1CN(C)CC1CC1,11.0,.,-5.3,-15.7,-4.7,-3.1,-4.9
O=c1cc(CN2CCN(c3cccc(Cl)c3)CC2)c2cc3c(cc2o1)CCCC3,.,.,14.0,9.8,.,-22.2,.
NC(=O)c1cc(C(=O)c2cccc(Cl)c2Cl)c[nH]1,3.5,11.6,8.8,9.3,-9.9,-18.2,7.1
COc1ccc(NC(=S)NC(=O)Cc2ccccc2)cc1,2.7,-2.3,-9.5,-11.6,-2.3,23.9,4.2
CC(=O)c1ccc(NC(=O)c2ccc3snnc3c2)cc1,-0.4,-3.5,-40.8,1.9,-0.8,62.9*,2.2
O=C(Cn1nnc(-c2ccc(Cl)cc2)n1)NC1CC2CCC1C2 (stereo not given),.,-1.5,.,-54.3,.,3.2,.
Cc1ccc(S(=O)(=O)NCC[C@H]2CC[C@@H](NC(=O)c3cccnc3)[C@H](CO)O2)cc1,5.2,-10.6,-27.2,-1.6,1.0,2.8,3.5
Cc1ccc(CN(Cc2ccccn2)C(=O)Nc2ccc(C)c(C)c2)cc1,-2.2,-0.7,21.5,12.6,-2.5,2.1,0.2
Cc1cccc(-c2nn(-c3ccccc3)cc2C(=O)N(C)CC(=O)Nc2ccc(N3CCOCC3)cc2)c1,1.3,3.7,-14.4,7.7,-4.9,10.5,2.6
C[C@H](NC(=O)c1ccc(Cl)cc1)C(=O)NCCc1ccc(S(N)(=O)=O)cc1,0.3,-4.1,-15.4,9.9,-1.4,-2.2,-1.1
CCCCC/C=C\C[C@H](O)/C=C/c1cccc(C[C@H](O)CCCCO)n1,-13.6,5.3,0.0,-5.3,1.2,-2.6,0.7
COc1cccc(N2CC(=O)N(c3cccc(OC)c3)CC2=O)c1,-1.5,-5.1,30.0,.,3.5,.,-1.4
COc1ccc2c(c1)[nH]c1c(=O)n(/N=C/c3ccc(OC)c(COc4ccccn4)c3)cnc12,-1.4,-0.4,0.8,.,-1.4,.,-0.2
CNC[C@H]1Oc2ncc(C#CC3CCCC3)cc2C(=O)N([C@@H](C)CO)C[C@H]1C,-12.9,6.8,-1.5,-0.9,8.7,-5.8,0.2
CCc1ccc(C(C(=O)NC2CCCC2)N(Cc2cccnc2)C(=O)c2csnn2)cc1 (stereo not given),-12.3,-2.7,16.1,0.0,0.3,-1.4,1.0

# Next entries follow:
SMILES,S100A4 inh HTS,FN deposition inh,LGR2 antag,C2C12 statin,SIRT5 block,esBAF inh,Casp6 inh
CCc1ccc(CN2CCCC(CNC(=O)c3cc(OC)cc(OC)c3)C2)cc1 (stereo not given),-3.1,17.5,.,1.6,-14.3,3.1,3.7
Cc1cccc(C)c1OCCN1C(=O)NC(C)(c2ccccc2)C1=O (stereo not given),2.5,.,-12.6,.,1.0,.,0.2
CCN(CC(=O)NCc1ccc(Cl)cc1)C(=O)COc1cccc(C(F)(F)F)c1,-5.0,7.6,13.2,.,2.5,.,-124.3
CCOC(=O)C1CN(S(=O)(=O)c2ccc(F)cc2)C1,.,0.1,.,3.1,.,7.0,.
C=CCOc1c(Br)cc(/C=C2\SC(=Nc3ccccc3)NC2=O)cc1OC,11.7,-2.9,-7.6,24.8,-2.0,4.3,-0.9
O=S(=O)(N[C@@H]1CC[C@H](CCn2cc(-c3cccnc3)nn2)O[C@@H]1CO)c1ccc(Cl)cc1,-4.2,-12.1,1.6,11.5,11.8,-0.7,0.9
CCc1ccc(C2=NN(CCC(=O)NC3CCCCCC3)C(=O)CC2)cc1,-1.5,-4.6,-9.7,-21.3,0.1,-2.0,0.4
CCc1ccc(NC(=O)CN2CCc3ccccc3C2)cc1,.,11.7,.,-0.5,.,5.4,.
CCc1cc2c(NC(Cc3ccccc3)C(=O)O)ncnc2s1 (stereo not given),-2.4,-13.3,20.9,4.3,0.6,-6.6,-1.9
O=C(c1ccccc1F)N1CC2(C1)[C@H](c1ccccc1)[C@H](CO)N2CC1CCCC1,7.7,.,24.5,.,4.4,.,-0.2
NC(=S)Cc1nc(-c2ccccc2)cs1,-13.1,-13.7,.,.,-1.2,.,1.8
Cc1cc2c(cc1S(=O)(=O)N(C)C1CCCCC1)OCC(=O)N2,-18.3,2.5,-1.7,-0.7,-1.2,-2.9,-0.7
CCc1ccc(Nc2nnc(SCC(=O)Nc3cccnc3Cl)s2)cc1,-0.5,-2.3,-8.4,.,-3.0,.,2.8
COc1ccc(OC)c(NC(=O)C2CCN(S(=O)(=O)c3ccc4c(c3)OCCO4)CC2)c1,-2.2,1.4,-9.7,5.1,-3.0,-0.2,3.9
Nc1nnc(-c2cn(-c3ccccc3)nc2-c2ccccc2)o1,.,-2.7,-3.9,18.6,.,7.1,.
COc1cc2c(cc1OC)C(c1ccc3c(c1)OCO3)CC(=O)N2 (stereo not given),0.2,.,9.7,.,-16.6,.,0.6
N#Cc1c(N)[nH]c2ccc(Sc3ccccc3)cc12,0.5,1.6,-19.6,.,-1.3,.,6.1
COc1ccc(C(=O)N2C[C@H]3[C@@H](c4ccccc42)[C@@H](CO)N3C(=O)NC(C)C)cc1,-2.9,-7.3,-16.3,-7.7,-0.3,-2.4,-5.5
CCC/C=C1/CCCOC(C(=O)NCc2ccccc2)(C(F)(F)F)C1 (stereo not given),4.4,-1.5,-14.5,4.3,-1.0,-4.4,-0.2
CC(=O)N(C)C[C@H]1Oc2ncc(C#Cc3ccccc3F)cc2C(=O)N([C@H](C)CO)C[C@H]1C,7.5,-7.7,-13.5,-3.5,4.8,-7.8,-1.1
CC(OC(=O)c1ccc2ccccc2c1)C(=O)N(C)Cc1ccccc1 (stereo not given),-2.9,3.5,1.4,-0.1,-1.5,-6.1,3.2
CCC(C)N=CC1=C(O)C(C(=O)OC)C(C)(C)CC1=O (stereo not given),.,.,2.4,-4.7,.,-5.2,.
Cc1c(NC(=S)N/N=C/c2cc([N+](=O)[O-])ccc2O)c(=O)n(-c2ccccc2)n1C,-3.8,6.4,10.6,-5.8,5.5,-2.0,14.7
COc1ccc(CNC(=O)COC(=O)Cc2ccc(Br)cc2)cc1,-8.2,4.8,-5.5,-8.3,5.9,-4.0,0.1
Cc1cc(C)c[n+](C(C)C(=O)c2ccc(-c3ccccc3)cc2)c1 (stereo not given),.,3.1,14.5,-184.6,.,-33.3,.

# (further entries)
SMILES,S100A4 inh HTS,FN deposition inh,LGR2 antag,C2C12 statin,SIRT5 block,esBAF inh,Casp6 inh
NC(=O)C1CCN(C2CC(=O)N(c3ccc(F)c(Cl)c3)C2=O)CC1 (stereo not given),.,10.1,.,-5.2,.,-1.0,.
CCCn1c(N)c(N(CCOC)C(=O)c2cc3c(s2)CCC(CC)C3)c(=O)[nH]c1=O (stereo not given),-6.0,-5.4,17.1,-1.0,2.2,9.7,3.8
CS(=O)(=O)N(CC1CCC1)C[C@H]1N[C@H](CO)[C@H]1c1ccccc1,.,.,-15.7,-1.9,.,3.9,.
CC(C)Sc1ccccc1C(=O)Nc1ccc2c(c1)n(C)c(=O)n2C,-1.0,-5.3,-15.7,20.2,-0.3,2.4,-0.4
CC(C)(C)c1ccc(C(=O)NCC(=O)OCCN2C(=O)c3ccccc3C2=O)cc1,2.6,-2.5,7.7,-7.8,0.3,4.8,2.4
Cn1c(/N=C/c2ccccc2[N+](=O)[O-])nc2ccccc21,-2.2,-2.6,-0.6,9.1,-5.4,34.4,-0.8
COc1cccc(NC(=O)CN(C)C(=O)CSCC(=O)Nc2ccc(C)cc2)c1,-15.9,-2.8,-0.4,-5.4,-4.1,3.0,1.2
O=C(C[C@@H]1CC[C@@H](NC(=O)C2CC2)[C@H](CO)O1)Nc1ccccc1,0.2,-3.0,16.4,-0.4,-0.4,1.0,-3.2
Cc1c(O)cc2n(c1=O)-c1ccccc1C2(C)C,.,7.0,.,-26.1,.,3.1,.
CC(C)NC(=O)N1CC[C@@H]2[C@H]1c1cc(Br)ccc1N(C)[C@H]2CO,7.8,-24.6,9.5,13.1,0.5,-2.2,3.6
CC(=O)N1[C@H](CO)[C@H](c2ccc(-c3ccncc3)cc2)[C@@H]1CNC(=O)CC1CC1,-2.9,-16.6,-2.0,.,22.5*,.,-1.0
Cc1noc(C)c1NC(=O)Nc1ccc2c(c1)C(=O)N(C)[C@H]1CC[C@H](CC(=O)N[C@@H]3CCN(Cc4ccccc4)C3)O[C@H]1CO2,0.0,16.9,-2.8,-2.3,7.9,2.4,1.3
CCCNC(=O)N[C@@H]1CC[C@@H](CC(=O)NC2CCC2)O[C@@H]1CO,5.1,14.2,6.8,-7.0,1.3,0.1,-0.1
N#C/C(=C\c1cc(Cl)cc(Cl)c1O)C(=O)NC1CCCCC1,16.5,.,5.4,.,-0.6,.,12.3
Cc1ccc(C(=O)NC2CCCC(C)C2C)cc1S(=O)(=O)N1CCCCC1 (stereo not given),1.6,-2.7,-30.6,.,-4.2,.,3.4
C[C@@H]1CN([C@H](C)CO)C(=O)c2cc(Br)cnc2O[C@H]1CN(C)C(=O)c1cccnc1,2.6,-6.0,-17.5,.,2.6,-3.5,-0.8
c1ccc(-n2nnc3cnccc32)cc1,.,.,26.8,12.0,.,10.0,.
O=C(Nc1ccc(F)c(Cl)c1)Nn1cnnc1,-3.3,-2.4,-7.6,-1.4,-1.0,2.9,0.1
CCOC(=O)C(=O)N(C)c1c(CC)nc2c(OCc3cccc(Cl)c3)cccn12,-2.0,4.4,7.2,-9.1,-2.7,-3.0,.

# Another view of some results above.
SMILES	S100A4 inh HTS	FN deposition inh	LGR2 antag	C2C12 statin	SIRT5 block	esBAF inh	Casp6 inh
c1ccc(-n2nnc3cnccc32)cc1	.	.	26.8	12.0	.	10.0	.
Cc1ccc(C(=O)NC2CCCC(C)C2C)cc1S(=O)(=O)N1CCCCC1 (stereo not given)	1.6	-2.7	-30.6	.	-4.2	.	3.4
CS(=O)(=O)N(CC1CCC1)C[C@H]1N[C@H](CO)[C@H]1c1ccccc1	.	.	-15.7	-1.9	.	3.9	.
CCCNC(=O)N[C@@H]1CC[C@@H](CC(=O)NC2CCC2)O[C@@H]1CO	5.1	14.2	6.8	-7.0	1.3	0.1	-0.1
O=C(C[C@@H]1CC[C@@H](NC(=O)C2CC2)[C@H](CO)O1)Nc1ccccc1	0.2	-3.0	16.4	-0.4	-0.4	1.0	-3.2
CC(=O)N1[C@H](CO)[C@H](c2ccc(-c3ccncc3)cc2)[C@@H]1CNC(=O)CC1CC1	-2.9	-16.6	-2.0	.	22.5*	.	-1.0
NC(=O)C1CCN(C2CC(=O)N(c3ccc(F)c(Cl)c3)C2=O)CC1 (stereo not given)	.	10.1	.	-5.2	.	-1.0	.

# This is a subset (hit frequency here may not be typical).
